Source: PubChem BioAssay (National Center for Advancing Translational Sciences (NCATS))
CBFb-RUNX1 inh: qHTS Assay for Compounds Blocking the Interaction Between CBF-beta and RUNX1 for the Treatment of Acute Myeloid Leukemia; Potency, µM (top dose mostly 59.8 µM), for the others: at the highest dose activity, negative = inhibition, most hits filed as inhibitors; AlphaScreen CBFb-His/RUNX1-biotin binding, biochemical; 230,000 tested, under 10 active; Runt-related transcription factor 1 (Homo sapiens) + Core-binding factor subunit beta …; further: % of control where 0% means no effect
Target sequence (Q01196 whole entry, looked up): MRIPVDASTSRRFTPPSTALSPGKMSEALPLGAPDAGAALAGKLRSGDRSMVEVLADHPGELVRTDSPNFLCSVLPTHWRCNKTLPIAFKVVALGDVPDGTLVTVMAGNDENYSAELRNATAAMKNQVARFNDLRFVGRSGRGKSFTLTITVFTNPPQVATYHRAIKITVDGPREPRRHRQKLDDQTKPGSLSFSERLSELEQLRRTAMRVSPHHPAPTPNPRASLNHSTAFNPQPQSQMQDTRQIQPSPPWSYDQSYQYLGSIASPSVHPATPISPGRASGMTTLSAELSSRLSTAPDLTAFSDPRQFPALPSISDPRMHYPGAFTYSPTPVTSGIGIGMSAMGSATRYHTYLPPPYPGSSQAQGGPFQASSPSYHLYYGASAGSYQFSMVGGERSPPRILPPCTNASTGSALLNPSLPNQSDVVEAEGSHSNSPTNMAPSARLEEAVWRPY
Target sequence (Q13951 whole entry, looked up): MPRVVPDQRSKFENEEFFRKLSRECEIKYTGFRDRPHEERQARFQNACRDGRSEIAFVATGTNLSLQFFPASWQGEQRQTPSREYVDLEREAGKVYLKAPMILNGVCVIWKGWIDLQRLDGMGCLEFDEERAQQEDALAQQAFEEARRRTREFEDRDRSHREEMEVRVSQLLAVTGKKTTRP
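Proteins preincubated together for 20 min at RT before compound addition; 15 min later, nickel and streptavidin beads were added and left 90 min prior to AlphaScreen measurement.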
Epigenetic derep: Quantitative High-Throughput Screen for Regulators of Epigenetic Control; AID 1865, 2009; Potency, µM (doses to about 53.9 µM), for inactives: at the highest dose GFP activation, usual class: activators; murine LDR cells, GFP reporter derepression, 30 h; 280,000 tested, 0.2% active; further: potency means the concentration at half of the fitted maximal effect; % of control where 0% means no effect; nearly all actives have a fitted effect of over 60% in size
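Readout is the number of GFP-expressing murine LDR cells, counted by cytometry following washing. Cells were treated with compound for 30 h at 37 C; the stably integrated CMV-GFP locus is normally silent.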
NPSR antag: qHTS Assay for Antagonists of the Neuropeptide S Receptor: cAMP Signal Transduction; CHO-NPSR cells, cAMP TR-FRET, antagonist mode; Potency, µM (highest dose often 38.3 µM), for inactives: at the highest dose activity change, negative = inhibition, most hits filed as inhibitors; 220,000 tested, 1% active; Q6W5P4; further: potency means the concentration at half of the fitted maximal effect; on the % scale 0 is the no-effect control and ±100 the full control effect; nearly all actives have a fitted effect of over 50% in size; many of its hits are not listed in these tables
Target sequence (Q6W5P4 whole entry, looked up): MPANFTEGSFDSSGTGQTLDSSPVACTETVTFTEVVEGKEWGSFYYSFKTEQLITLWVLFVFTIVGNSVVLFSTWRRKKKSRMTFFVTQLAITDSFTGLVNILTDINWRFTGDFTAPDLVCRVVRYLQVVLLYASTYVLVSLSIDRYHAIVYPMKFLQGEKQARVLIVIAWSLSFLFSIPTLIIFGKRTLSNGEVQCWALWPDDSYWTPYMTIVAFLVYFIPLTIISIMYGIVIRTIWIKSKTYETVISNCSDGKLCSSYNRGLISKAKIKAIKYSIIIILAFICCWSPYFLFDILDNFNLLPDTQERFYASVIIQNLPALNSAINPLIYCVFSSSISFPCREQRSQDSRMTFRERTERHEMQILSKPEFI
LMNA splice mod: qHTS Assay for Modulators of Lamin A Splicing; 200,000 tested, 0.01% active; Potency, µM (highest dose often 46.1 µM), for the others: at the top dose ratio change, negative = inhibition, actives largely listed as inhibitors; HeLa LMNA splicing GFP/RFP minigene ratio, 48 h; active means well fitted inhibition curve with a large enough effect in the signal ratio, with a control signal flat, not every such curve was filed as active; inconclusive means small, poorly fitted or top-dose-only effect, or effect the other way, or a change in a side signal; the % refers to the signal ratio; further: potency means the concentration at half of the fitted maximal effect; on the % scale 0 is the no-effect control and ±100 the full control effect
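S3 HeLa stable clones carrying a lamin A-EGFP splicing minigene plus DsRed2 were seeded at 600 cells/well in Opti-MEM with 2% FBS, pin-dosed and incubated 48 h at 37°C. Acumen cytometry (488 nm) gave the GFP/RFP total-intensity ratio.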
Luc counter: Counterscreen for Luciferase (Kinase-Glo TM) Inhibition. Potency, µM (doses to about 38.3 µM), for inactives: at the top dose activity change, negative = inhibition, most hits filed as inhibitors. Kinase-Glo luciferase, ATP luminescence, 8 min. 200,000 tested, 0.28% active; further: potency means the concentration at half of the fitted maximal effect; on the % scale 0 is the no-effect control and ±100 the full control effect; nearly all actives have a fitted effect of over 60% in size
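Kinase-Glo luciferase light output from ATP and luciferin was measured with 10 uM ATP, within the enzyme's linear range. Buffer: 50 mM imidazole pH 7.2, 50 mM KCl, 7 mM MgCl2, 0.01% Tween 20, 0.05% BSA; luminescence read after 8 min at ambient temperature.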
IMPase Li inh: qHTS Assay for Identifying the Cell-Membrane Permeable IMPase Inhibitors: Potentiation with Lithium; AID 1457, 2008; 210,000 tested, 0.35% active; CHO-M1 cells, IP1 TR-FRET (IP-One), carbachol + lithium; Potency, µM (top dose mostly 59.4 µM), inactives show at the highest dose activity, negative = IMPase inhibition, hits mostly inhibitors;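 further: IP1 builds up when IMPase is blocked and the TR-FRET signal falls; potency means the concentration at half of the fitted maximal effect; plate controls were basal vehicle for no effect and high inhibitor control for full effect; nearly all actives have a fitted effect of over 50% in size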
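CHO cells stably expressing M1 receptor (2000/well) were cultured 16–30 h, then exposed to compounds with a small lithium addition for 30 min at 37C. IP1 was measured by TR-FRET competition; AC50 from Hill fits.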
HttQ103 aggreg: qHTS Multiplex Assay to Identify Dual Action Probes in a Cell Model of Huntington: Aggregate Formation (GFP). PC12 HttQ103-GFP aggregates, Acumen cytometry, 40 h. Potency, µM (doses to about 46.1 µM), for inactives: top-dose activity change, negative = inhibition, hits mostly inhibitors. 220,000 tested, 1.1% active. AID 1688, 2009; further: potency means the concentration at half of the fitted maximal effect; on the % scale 0 is the no-effect control and ±100 the full control effect; nearly all actives have a fitted effect of over 60% in size
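Using laser scanning cytometry, GFP-positive aggregates were counted after lysis of PC12 cells induced with 100 nM tebufenozide to express HTT exon 1 Q103–GFP. Compounds were tested in titration.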
Starred values were filed as active, the others as inactive; ? = inconclusive; . = not tested or not shown; & = joins results of further samples; [ ] = dose if it differs, or a comment. Unless noted, the call rests on the fitted dose curve; in most records, active means well fitted curve in the direction sought with a large enough effect; inconclusive means small, poorly fitted or top-dose-only effect, or another doubt; inactive means no such curve, though single readings can be large; an effect the other way counts as inactive or inconclusive. Some of the compounds tested, so the mix of outcomes need not match the whole.

Order of values – CBFb-RUNX1 inh | Epigenetic derep | NPSR antag | LMNA splice mod | Luc counter | IMPase Li inh | HttQ103 aggreg
- Cc1cc(C)n(CCOc2nonc2N)n1
  -0.4% | -1.0% | -1.0%[46.1 µM] | 6.8% | -0.3% | 0.0%[38.3 µM] | 0.3%
- CCc1cc2c(=O)c(-c3cnn(-c4ccccc4)c3)c(C)oc2c(CN2CCCCC2)c1O
  -5.6% | -1.1% | ? | 10.4% | -4.1% | 13.0%[38.3 µM] | -13.2%
- Cc1cccc(C)c1OCCN1C(=O)NC(C)(c2ccccc2)C1=O (configuration not stated)
  1.7% | -0.4% | 2.5% | . | . | -3.2% | -10.3%
- CCOC(=O)C1CN(S(=O)(=O)c2ccc(F)cc2)C1
  -0.6% | 0.9% | -9.1%[46.1 µM] | 6.3% | 1.2% | 4.5%[38.3 µM] | -0.8%
- COc1ccccc1/C=N/NC(=O)c1[nH]c(C)c(C(=O)N/N=C/c2ccccc2OC)c1C
  -10.8% | 3.2% | 12.2% | -5.0% | -3.2% | -0.7% | -0.7%
- CCc1ccc(NC(=O)CN2CCc3ccccc3C2)cc1
  3.1% | 0.0% | -18.6%[46.1 µM] | -5.2% | -4.1% | 36.8%[38.3 µM] | 3.6%
- NC(=S)Cc1nc(-c2ccccc2)cs1
  -1.0% | ? | 20.8% | ? | -4.8% | -5.3% | 0.6%
- O=C(Cn1nnc(-c2ccc(Cl)cc2)n1)NC1CC2CCC1C2 (configuration not stated)
  3.9% | -0.2% | -1.0%[46.1 µM] | ? | 1.2% | -7.7%[38.3 µM] | -24.1%
- C[C@H](NC(=O)c1ccc(Cl)cc1)C(=O)NCCc1ccc(S(N)(=O)=O)cc1
  -10.0% | 0.0% | 5.7% | ? | -0.6% | 1.4% | 3.7%
- CCCCC/C=C\C[C@H](O)/C=C/c1cccc(C[C@H](O)CCCCO)n1
  12.5% | -1.1% | -21.2% | ? | -2.0% | -2.1% | 32.6%
- COc1cccc(N2CC(=O)N(c3cccc(OC)c3)CC2=O)c1
  -4.8% | -0.5% | 5.1% | 20.6%[46 µM] | 0.5% | -2.9% | 2.5%
- CCOC(=O)c1oc2ccc(CNCCO)c(Cl)c2c1C
  7.1% | 5.3% | 11.2%[7.67 µM] | 2.5% | -2.6% | 2.7%[38.3 µM] | -13.6%
- COc1ccc2c(c1)[nH]c1c(=O)n(/N=C/c3ccc(OC)c(COc4ccccn4)c3)cnc12
  ? | -1.8% | 6.3% | 0.4% | 3.0% | 0.3% | 0.0%
- C[C@H](NC(=O)[C@@H]1C[C@H]1[C@@H](NC(=O)OCc1ccccc1)c1ccccc1)c1ccccc1
  0.7% | 2.5% | . | . | -0.5% | -13.7% | .
- CCCCN(C(=S)Nc1ccccc1)C1CCS(=O)(=O)C1 (configuration not stated)
  5.0% | -1.1% | 0.4%[46.1 µM] | 2.5% | 2.4% | -13.6%[38.3 µM] | -10.1%
- Cc1ccc(CNC(=O)Cn2cccc2C(=O)c2ccccc2C)cc1
  5.8% | -4.4%&-2.9% | -7.0% | . | 1.4% | 1.2% | -5.6%
- O=c1cc(CN2CCN(c3cccc(Cl)c3)CC2)c2cc3c(cc2o1)CCCC3
  0.1% | 2.2% | -11.0%[46.1 µM] | -9.4% | -3.0% | 33.1%[38.3 µM] | -3.7%
- NC(=O)c1cc(C(=O)c2cccc(Cl)c2Cl)c[nH]1
  4.7% | -0.9% | 2.5% | 4.9%[46 µM] | -2.7% | 7.0% | -20.9%
- Clc1ccc(/C=N/Nc2ncnc3ccccc23)cc1Cl
  -14.2% | -0.4% | -3.8%[46.1 µM] | ? | 3.9% | 6.1%[38.3 µM] | -14.5%
- CCc1cc2cccc(C)c2nc1SCC(=O)NNC(=O)c1ccco1
  5.0% | 1.5% | -11.9%[46.1 µM] | -2.5% | 2.2% | -4.8%[38.3 µM] | 31.8%

Profiles from above.
`CCc1cc2cccc(C)c2nc1SCC(=O)NNC(=O)c1ccco1` in the list: CBFb-RUNX1 inh: 5.0%; Epigenetic derep: 1.5%; NPSR antag: -11.9%[46.1 µM]; LMNA splice mod: -2.5%; Luc counter: 2.2%; IMPase Li inh: -4.8%[38.3 µM]; HttQ103 aggreg: 31.8%
`CCOC(=O)c1oc2ccc(CNCCO)c(Cl)c2c1C` in the list: CBFb-RUNX1 inh: 7.1%; Epigenetic derep: 5.3%; NPSR antag: 11.2%[7.67 µM]; LMNA splice mod: 2.5%; Luc counter: -2.6%; IMPase Li inh: 2.7%[38.3 µM]; HttQ103 aggreg: -13.6%

Additional results:
Order of values – CBFb-RUNX1 inh | Epigenetic derep | NPSR antag | LMNA splice mod | Luc counter | IMPase Li inh | HttQ103 aggreg
- CC(C)(C)C(=O)NNC(=O)CCCOc1ccc(Cl)cc1Cl
  2.3% | -1.1% | -1.2%[46.1 µM] | -12.1% | 2.7% | -2.3%[38.3 µM] | 1.3%
- COc1ccccc1-n1c(C)nnc1SCC(=O)Nc1cccc(C(C)=O)c1
  4.8% | -3.2% | 11.8%[46.1 µM] | -11.0% | 3.1% | 21.8%[38.3 µM] | -19.2%
- N#C/C(=C\c1cc(Cl)cc(Cl)c1O)C(=O)NC1CCCCC1
  -6.9% | -1.2% | 1.3%[46.1 µM] | -6.0% | -0.8% | -3.4%[38.3 µM] | -3.3%
- O=C(Nc1ccccc1C(F)(F)F)c1cc2ncc(CCCl)cn2n1
  -0.9% | 6.3% | -8.8% | -1.9% | -2.7% | -5.3% | -4.3%
- c1ccc(-n2nnc3cnccc32)cc1
  2.6% | -0.8% | 13.8%[46.1 µM] | -11.6% | 2.2% | 2.9%[38.3 µM] | 7.4%
- CCOC(=O)NCc1ccc2c(c1)OCO2
  12.7% | 0.0% | 3.0%[46.1 µM] | 9.4% | -3.8% | -3.2%[38.3 µM] | 3.6%
- Cc1c(O)cc2n(c1=O)-c1ccccc1C2(C)C
  12.2% | 1.2% | ? | -6.8% | -0.1% | -6.4% | -4.7%
- Cc1c(NC(=S)N/N=C/c2cc([N+](=O)[O-])ccc2O)c(=O)n(-c2ccccc2)n1C
  . | -0.1% | 16.5% | . | . | . | -7.3%[9.22 µM]
- Cc1cc(C)c[n+](C(C)C(=O)c2ccc(-c3ccccc3)cc2)c1 (configuration not stated)
  -0.6% | 1.1% | 12.8% | ? | -2.2% | 21.0% | ?
- NC(=O)C1CCN(C2CC(=O)N(c3ccc(F)c(Cl)c3)C2=O)CC1 (configuration not stated)
  -0.9% | -1.0% | -11.4%[46.1 µM] | 2.2% | 7.6% | 0.4%[38.3 µM] | 6.8%
- CCc1ccc(Nc2nnc(SCC(=O)Nc3cccnc3Cl)s2)cc1
  -5.6% | 0.0% | -20.5%[46.1 µM] | -8.9% | . | . | ?
- COc1cc2c(cc1OC)C(c1ccc3c(c1)OCO3)CC(=O)N2 (configuration not stated)
  -2.7% | -2.5% | -8.1%[46.1 µM] | -4.4% | 8.0% | 25.3%[38.3 µM] | 6.1%[1.84 µM]
- Nc1nnc(-c2cn(-c3ccccc3)nc2-c2ccccc2)o1
  1.4% | -0.8% | -13.4%[46.1 µM] | 4.7% | 1.2% | 3.2%[38.3 µM] | -3.2%
- O=C1CSC2=NCN(c3ccccc3)CN12
  12.4% | -0.9% | ? | -8.3% | 1.1% | 5.1% | 2.9%
- CCOCCCNC(=O)CCNS(=O)(=O)c1ccc(C)cc1
  1.7% | 0.0% | 3.1%[46.1 µM] | 0.2% | 1.7% | -9.9%[38.3 µM] | -7.7%
- COc1ccccc1NS(=O)(=O)c1cc(NC(=O)c2ccc3c(c2)OCCO3)ccc1C
  -19.6% | -0.8% | -7.2% | ? | 0.8% | 4.4% | -13.6%
- CN(C)c1nc(SCc2ccccc2Cl)nc2c1CCCC2
  ? | -5.8% | -8.2%[46.1 µM] | -17.1% | 3.9% | 16.7% | -29.5%
- Cc1cc(=O)oc(C)c1C(=O)N1CCc2c([nH]c3ccccc23)C1C(C)C (configuration not stated)
  2.4% | 1.0% | -5.4%[46.1 µM] | 2.2% | -0.1% | 19.2%[38.3 µM] | 5.2%
- COCCn1c(N)c(Sc2ccccc2[N+](=O)[O-])c(=O)[nH]c1=O
  10.8% | -2.3% | 5.3% | . | . | . | 16.4%[9.22 µM]
- CC1(C)CC(N2CCN(Cc3ccccc3)CC2)=CC(=[N+]2CCCCC2)C1
  15.8% | -0.9% | -11.5% | . | . | . | -40.0%[9.22 µM]
- Nc1ccc2oc(-c3cccc4ccccc34)nc2c1
  ? | 0.0% | -4.9%[46.1 µM] | 1.0% | -5.6% | ? | -2.4%
- Cc1ccc(-n2cc(S(=O)(=O)c3ccc(C)cc3)[nH]c2=O)cc1
  -5.8% | -0.4% | -8.1% | . | 0.6% | 0.4% | 1.2%
- Cc1ccc(/C=N/n2c(C)cc(C)c(C#N)c2=O)o1
  -10.1% | 3.2% | 12.4% | -6.6% | -1.5% | 9.2% | -10.1%
- O=C(COC(=O)c1cnc(Cl)c(Cl)c1)Nc1ccc(S(=O)(=O)N2CCCC2)cc1
  0.1% | -1.8% | 0.7% | 1.0% | -1.2% | -2.0% | 12.4%
- CC(=O)Nc1ccc(NC(=O)CN2CCN(c3cccc(C(F)(F)F)c3)CC2)cc1
  0.1% | -1.0% | -6.3%[46.1 µM] | -6.5% | -7.7% | 32.2%[activator][38.3 µM] | 28.0%
- CCOc1ccc(NC(=O)c2ccc(NC(=O)Cc3n[nH]c(=O)c4ccccc34)cc2)cc1
  -6.4% | 1.1% | 5.8% | ? | . | . | 4.8%[9.22 µM]
- O=C1CC(c2ccccc2)=Nc2ccc(Br)cc2N1
  -4.3% | -0.1% | -11.0% | ? | 0.9% | 4.6% | 0.8%
- Cc1ccc(C(=O)NCCN2C3=NC[C@H](C)N3C[C@H]2Cc2ccc(O)cc2)cc1Br
  16.0% | -4.5% | 2.6% | . | . | 7.3% | 16.3%[9.22 µM]
- CCN1C(=O)CC(NCc2ccc3c(c2)OCO3)C1=O (configuration not stated)
  -4.5% | -1.5% | 0.5%[46.1 µM] | -3.7% | -2.0% | -10.6%[38.3 µM] | -5.8%
- Cc1cccnc1NC(=O)Nc1cccc2ccccc12
  -5.1% | -5.3% | -3.7%[46.1 µM] | 16.0% | -0.7% | 14.5%[38.3 µM] | 2.7%
- O=C(CCc1ccccc1)NNC(=O)c1ccco1
  -0.3% | -1.0% | 3.1%[46.1 µM] | 13.1% | -0.6% | -6.0%[38.3 µM] | -8.5%
